Bioassay records (PubChem BioAssay)
N370S GC mod = inhibitors or activators of N370S glucocerebrosidase for Gaucher disease. N370S GC spleen homogenate, 4MU-glucoside fluorescence. AID 2101. P04062. 0.092% of 330,000 active. Potency, µM (doses to about 59.4 µM), for the others: at the top dose activity change, negative = inhibition, actives largely listed as inhibitors;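 also: 0% = full enzyme activity and -100% = no enzyme basal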
DT40 TDP1 CPT = DT40-hTDP1 cell growth loss with CPT; chicken DT40 Tdp1-/-;hTDP1 cells + 20 nM CPT, ATP luminescence, 48 h; Potency, µM (series often up to 46.2 µM), for inactives: at the top dose activity change, negative = growth inhibition, actives largely listed as inhibitors; 12% of 420,000 active; also: nearly all actives have a fitted effect of over 55% in size
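Chicken DT40 Tdp1-/- cells stably complemented with human TDP1 were seeded at 400 cells/well in medium containing 20 nM camptothecin, exposed to pin-transferred compounds, and grown at 37 °C for at least 48 hr. Viability was read as ATP luminescence.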
FEN1 inhibitor = blocks human flap endonuclease 1; P39748; 0.35% of 390,000 active; Potency, µM (highest dose often 114 µM), inactives show at the top dose activity change, negative = inhibition, actives largely listed as inhibitors; Recombinant FEN1 flap cleavage, fluorescence, 15 min; also: nearly all actives have a fitted effect of over 65% in size
Target sequence (P39748 whole entry, looked up): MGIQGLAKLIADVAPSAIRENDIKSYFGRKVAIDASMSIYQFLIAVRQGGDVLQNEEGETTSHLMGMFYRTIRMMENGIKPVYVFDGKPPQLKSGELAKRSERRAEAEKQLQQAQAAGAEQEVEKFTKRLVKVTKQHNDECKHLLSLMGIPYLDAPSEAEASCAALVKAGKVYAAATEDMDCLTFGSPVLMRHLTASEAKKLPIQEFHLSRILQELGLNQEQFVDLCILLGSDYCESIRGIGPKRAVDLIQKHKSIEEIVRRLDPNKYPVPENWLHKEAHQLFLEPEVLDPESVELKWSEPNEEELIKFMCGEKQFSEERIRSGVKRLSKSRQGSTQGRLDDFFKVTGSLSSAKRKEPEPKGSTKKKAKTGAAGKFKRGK
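Steps: FEN1 (10 nM) dispensed; compound added by pin tool; 15 min at room temperature; substrate added to 50 nM final; reads at 0 min and 15 min; data normalized and fitted (four-parameter Hill).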
The depositor's hits bear a star; ? = inconclusive; · = no result given; & = joins results of further samples; [ ] = remark or other dose. Calls follow the shape of the dose curve; as a rule, active = well fitted curve in the direction sought with a large enough effect; inconclusive = small, poorly fitted or top-dose-only effect, or another doubt; inactive = no such curve, though single readings can be large; an effect the other way counts as inactive or inconclusive. Unless noted, % is scaled to controls: 0 for no effect and ±100 for the full control effect; potency is read from the fitted curve at half-maximal effect. Some of the compounds tested (hit frequency here may not be typical).

structure	N370S GC mod	FEN1 inhibitor	DT40 TDP1 CPT
CC(C)CCN1C(=O)c2ccc(C(=O)Nc3cc(C(=O)O)cc(C(=O)O)c3)cc2C1=O	14%	5%	12%
Cc1nnc(C)n1N	3%	2%	-4%
CC1CCCN(CCCOc2ccc(Br)cc2Cl)C1 (stereo unspecified)	1%	-1%	?
CCN(c1cccc(C)c1)S(=O)(=O)c1ccc2c(c1)NC(=O)CCS2	-4%	-13%&-2%	7%
O=C(N1CCCCCC1)n1c(Cc2ccccc2)nc2ccccc21	8%	-8%	?
Cn1cnnc1SC1c2cccc3cccc(c23)C1NS(=O)(=O)c1ccc(Cl)cc1 (stereo unspecified)	11%	3%	-4%
CNC(=O)c1ccc(CN(C)CC(=O)Nc2ccccc2C(=O)NC2CC2)cc1	·	-1%	2%
O=C(NN=C1CCCCCC1)c1ccncc1	0%	-3%	-1%
Cc1ccc(NC(=O)CSc2nnc(C3CC3)n2CC2CCCO2)c(C)c1 (stereo unspecified)	-6%	0%	-13%
O=C(Cn1cc2c(n1)CCCC2)NCc1ccccn1	0%	15%	-9%
Cc1ccccc1NC(=O)Cn1c(=O)n(CCCCCC(=O)NCc2ccccc2Cl)c(=O)c2sccc21	·	17%	?
COc1ccc(S(=O)(=O)Nc2cccc(NC(C)=O)c2)cc1	0%	-4%	-13%
O=C(NC(Cc1ccccc1)C(=O)O)/C(=C/c1ccc(F)cc1)NC(=O)c1ccccc1 (stereo unspecified)	-1%	20%	-1%
Cc1ccc(NC(=O)c2cc(N3C(=O)C=CC3=O)ccc2Cl)cc1C	-10%	5%	5.2µM*
CS(=O)(=O)N1CCN(c2ccccc2NC(=O)Nc2cccc(Cl)c2)CC1	-7%	?	?

Next part:
structure	N370S GC mod	FEN1 inhibitor	DT40 TDP1 CPT
Cc1cc(NC(=O)c2ccc(NC(=O)C3CCCO3)cc2)ccc1Br (stereo unspecified)	-23%	21%	?
CCOC(=O)CN1C(=O)N[C@@H](CCc2ccccc2)C(C(C)=O)=C1C	-6%[12.8 µM]	-8%	-2%
CC(C)C(OC(=O)c1cccs1)C(=O)NC1CCCCC1 (stereo unspecified)	2%	7%	-15%
CCC12CC3CC(C1)CC(C(=O)Nc1nn[nH]n1)(C3)C2	10%	2%	-15%
Clc1ccc2nc(CSc3ncn[nH]3)cn2c1	0%	7%	2%
CCN(c1ccccc1)S(=O)(=O)c1cc(NC(=O)CSc2n[nH]c(=O)[nH]c2=O)ccc1Cl	-22%	-18%	-9%
O=C(c1cc(-c2ccccc2)nc2ccccc12)N1N=C(C(F)F)CC1(O)C(F)F (stereo unspecified)	-19%	-24%	-29%
Cc1ccc(CN2CCSc3sccc3C2=O)cc1	-4%	15%	1%
CN(C)/C=C1\Oc2ccc3ccccc3c2C1=O	7%	-5%	11%
Cc1ccc(S(=O)(=O)N2CCN(C(=O)CN3C(=O)CNC3=O)CC2)cc1	·	-1%	10%
Cc1ccc(NC(=O)c2sc(N)nc2-c2ccccc2)cc1C	-22%	1%	7%
Cc1ccc(Cl)cc1NC(=O)COC(=O)C1CC1	-14%	-3%	7%
O=C(Cn1c(=O)ccn(Cc2ccccc2)c1=O)Nc1cccc(S(=O)(=O)N2CCOCC2)c1	-12%	-6%	7%
COCCNc1oc(Cc2cccc3ccccc23)nc1C#N	6%	-4%	-3%
CC1=CC(C)(C)n2c(O)c(N=NC(N)=S)c3cccc1c32	1%	19%	?

Continued.
structure	N370S GC mod	FEN1 inhibitor	DT40 TDP1 CPT
CCOC(=O)C1CCN(S(=O)(=O)c2ccc(OCC)cc2)CC1	8%	6%	-4%
CC1=NN(C(N)=S)C(=O)C1N=Nc1cccc(Cl)c1C (stereo unspecified)	-11%	-6%	13µM*
C/C(=N/NC(=O)c1ccco1)c1ccc(NC(=O)c2ccc(F)cc2)cc1	-4%	6%	-21%
CC1(C)CC(=O)C=C(c2cccc(O)c2)C1	·	-14%	-26%
CCCCCCc1cc2cc(C(=O)Nc3ccccc3OC)c(=O)oc2cc1O	-18%	4%	16µM*
Cc1c(NS(=O)(=O)c2cc(C(=O)NCCN(C)C)ccc2Cl)c(=O)n(-c2ccccc2)n1C	-8%	-10%	4%
CN1CCCC(OC(=O)c2cc(Br)ccc2Cl)C1 (stereo unspecified)	1%	-7%	-11%
CCOC(=O)c1ccc2ncc(C(=O)OCC)c(Nc3ccc(N4CCOCC4)cc3)c2c1	7%	-35%	10µM*
Cc1sc2ncnc(SCC(=O)Nc3ccc(CN4CCCC4)cc3)c2c1C	·	?	?
Nc1c(-c2cccc(Cl)c2)cnn1-c1cccc([N+](=O)[O-])c1	7%	-23%	-20%
COc1ccc(OC)c(NC(=O)c2c(NCc3ccc(N(C)C)cc3)sc3c2CCCC3)c1	·	1%	21µM*
COc1ccc(-c2csc3nc(-c4ccccc4C)oc(=O)c23)cc1OC	·	-6%	-28%
CC(C)(C)NC(=O)COC(=O)c1ccc(F)cc1Cl	3%	-4%	-8%
O=C1CC(N2CCC(O)(c3ccc(Br)cc3)CC2)C(=O)N1c1ccc(Cl)cc1 (stereo unspecified)	-4%	0%	?
CC(CCC(=O)O)C1CCC2C3CC(O)[C@@H]4CC(O)CC[C@]4(C)C3CC[C@@]12C (stereo partly specified)	11%	·	4%

The list continues:
structure	N370S GC mod	FEN1 inhibitor	DT40 TDP1 CPT
O=C(Nc1ccc(SC(F)F)cc1)c1cc(-c2ccncc2)nc2ccccc12	·	2%	?
CCOC(=O)C1CCN(C(=O)CN2C(=O)CSc3ccc(S(=O)(=O)N4CCOCC4)cc32)CC1	1%	0%	-6%
CC12CCC(=O)N1C(C(=O)Nc1ccc(Cl)c(Cl)c1)CS2 (stereo unspecified)	-15%	7%	14%
N#Cc1ccccc1OCC(=O)NCc1ccccc1CN1CCCC1	·	14%	-9%
CCCn1c(N)c(C(=O)CN(C)CC(=O)Nc2ccc(F)cc2)c(=O)[nH]c1=O	·	-8%	?
CN(CCCC(=O)Nc1ccc(Br)cc1F)S(=O)(=O)c1ccccc1	3%	-15%	?
CC(=O)N1CCC(=NNc2ccc(S(N)(=O)=O)cc2[N+](=O)[O-])CC1	-3%	-10%	3%
COc1ccc(/C=C/C(=O)NNC(=O)c2cc(C)oc2C)cc1	-9%	-2%	22%
CN1C(=O)[C@@H]2[C@H](C1=O)[C@@H]1C(=O)Nc3ccccc3C(=O)N1[C@@H]2c1ccc(Br)cc1	-5%	0%	-16%
Cc1ccccc1NC(=O)NC1(C(=O)N2CCCC2)CCCCC1	0%	24%	-13%
CCN(CCNC(=O)C1CC(=O)N(CCc2ccccc2)C1)c1ccccc1 (stereo unspecified)	-6%	-6%	-7%
COc1ccc(Cl)cc1C(=O)Nc1cccnc1	-4%	4%	3%
O=C1OCCC1Sc1nnc(-c2cccs2)n1Cc1ccccc1 (stereo unspecified)	-13%[2.35 µM]	9%	2%
COc1cccc(NC(=O)c2ccco2)c1	5%	0%	-18%
Cc1ccc(CNC(=O)Cn2nc(C)n3cccc3c2=O)cc1	·	-4%	-1%

More results follow:
structure	N370S GC mod	FEN1 inhibitor	DT40 TDP1 CPT
O=C(COC(=O)c1ccc(Oc2ccccc2)cc1)Nc1nnc(-c2ccccc2)o1	5%	-14%	-24%
COc1cccc(C(=O)Nc2ccccc2C(=O)N2CCCC2)c1	6%	-7%	4%
COc1ccccc1N1CCN(c2ncnc3c2c(-c2ccccc2)cn3-c2cccc(C)c2)CC1	·	-5%	18µM*
COCCNC(=O)C(OC(=O)c1cccs1)c1ccc(F)cc1 (stereo unspecified)	-6%	-5%	3%
CCC(C)(C)c1nnc(NC(=O)c2ccc([N+](=O)[O-])cc2)s1	-13%	0%	-15%
COc1ccc(CCNC(=O)COC(=O)/C=C/c2cccs2)cc1OC	6%	1%	7%
Cc1cccc(C(=O)N(Cc2nc3ccccc3c(=O)[nH]2)C2CCCC2)c1	16%	7%	?
COc1ccc2cc(C(C)C(=O)N3CCC(C)CC3)ccc2c1 (stereo unspecified)	-1%	-2%	16µM*
CCOC(=O)N1CCN(C(=O)C2CCCN(S(=O)(=O)c3cc(C)ccc3OC)C2)CC1 (stereo unspecified)	3%	1%	-10%
CCOC(=O)c1c(C)[nH]c(C(=O)COC(=O)CNC(=O)C2CCCCC2)c1C	2%	-4%	-24%
COc1ccc(C(OC(=O)c2ccco2)C(=O)NC2CCCC2)cc1 (stereo unspecified)	-8%	5%	2%
COc1cc2nc(N3CCN(c4cc(C)ccc4C)CC3)nc(N)c2cc1OC	?	-8%	8.2µM*
CCOc1ccccc1NS(=O)(=O)c1ccc2[nH]c(=O)ccc2c1	-7%	2%	-7%
CC(C)CCNC(=O)CCCOc1cc(=O)n(C)c2ccccc12	5%	-8%	?
CCc1noc(C)c1C(=O)OCC(=O)N1CCc2ccccc21	·	18%	5%

Entries of single compounds from above:
`CCOC(=O)c1c(C)[nH]c(C(=O)COC(=O)CNC(=O)C2CCCCC2)c1C` is listed as N370S GC mod = 2%; FEN1 inhibitor = -4%; DT40 TDP1 CPT = -24%
`COCCNC(=O)C(OC(=O)c1cccs1)c1ccc(F)cc1` (stereo unspecified) is listed as N370S GC mod = -6%; FEN1 inhibitor = -5%; DT40 TDP1 CPT = 3%

Other structures.
structure	N370S GC mod	FEN1 inhibitor	DT40 TDP1 CPT
CCCC(=O)OC/C(O)=C(\C#N)c1nc2ccccc2[nH]1	23%	-2%	-14%
CCCNC(=O)/C(=C/c1cn(S(=O)(=O)N(C)C)c2ccccc12)NC(=O)c1ccc(OC)cc1	2%	-11%	7%
O=C(Nc1cc2c3c(c1)C1CCCC1CN3CC1CCCC21)c1ccccc1 (stereo unspecified)	-8%	-5%	?
CCc1cccc(C)c1NC(=O)CSc1ncn[nH]1	22%	-6%	-13%
CCOC(=O)CNC(=O)CSc1nnc(NC(=O)c2ccc(S(=O)(=O)N3CCOCC3)cc2)s1	-1%	1%	-7%
COc1ccc(S(=O)(=O)NCc2ccccn2)cc1Br	2%	-4%	-10%
CCc1ccc(NC(=O)Cn2c(=O)n(Cc3ccco3)c(=O)c3oc4ccccc4c32)cc1	·	-5%	-21%
CCOC(=O)c1c(C)[nH]c(CCC(=O)Nc2ccc(Cl)cc2C)c1C	·	18%	-41%
CCC(C)(C(=O)NC1CCCCC1)N(C(=O)C1CCC(=O)N1)c1ccc(C)cc1 (stereo unspecified)	2%	-2%	-4%
CCOC(=O)CSc1cc(-c2ccccc2)nc2ncnn12	-19%	-3%	-9%
Cc1cn2c(=O)c(S(=O)(=O)NCc3ccc(F)cc3)c(C)nc2s1	·	6%	?
CC1CCCCN1CCNC(=O)c1cc2c(-c3ccccc3F)nn(C)c2s1 (stereo unspecified)	-6%	?	?
CC(C)(C)NC(=O)NC(=O)COC(=O)CNC(=O)c1cccc(F)c1	5%	-1%	-6%
CC(=O)c1cccc(NC(=O)CN(c2cccc(F)c2)S(C)(=O)=O)c1	2%	4%	-1%
O=C(COC(=O)c1ccc(Cl)cc1)NC1CCCCCC1	·	13%	-8%

Carrying on.
structure	N370S GC mod	FEN1 inhibitor	DT40 TDP1 CPT
Cc1ccc(C(=O)OCC(=O)NNC(=O)COc2ccc(Cl)cc2)c(O)c1	-14%	-5%	-10%
Cc1cccc(N/C=C(\[N+](=O)[O-])S(=O)(=O)c2ccccc2)c1	7%	4%	?
Cc1cc(Cl)ccc1NC(=O)CN1CCCC1	1%	-11%	13%
O=C(CCCN1C(=O)c2ccccc2C1=O)Nc1ccccn1	7%	6%	0%
O=C([C@@H]1CC=C[C@@H]2CCN(C3CC3)C(=O)[C@@H]21)N1CCN(c2ccccc2)CC1	·	-10%&-10%	-9%&8%
Cc1cc(C)nc(NC(=O)c2c(C(=O)O)noc2C)n1	-6%	21%	-12%
COc1ccc(-c2cn3cc(C)ccc3n2)cc1Br	-8%	-13%	0%
N#Cc1ccc(-c2c(-c3ccccc3)ncc3cc(F)ccc23)cc1	·	-14%	10µM*
Cc1nn(C(=O)c2ccccc2)c2c1C(=O)CC(C)(C)C2	6%	-14%	-4%
Cc1cccc(N2CCN(CC(=O)Nc3ccc(-n4cnnn4)cc3)CC2)c1C	9%	-11%	-21%
CC(=O)c1cccc(NC(=O)c2oc(=O)c3ccccc3c2-c2ccccc2)c1	·	2%	-15%
CCOc1ccc(NC(=O)CCC(=O)Oc2ccc(C)cc2)cc1	2%	-9%	-3%
CN(C)Cc1ccccc1-c1ccc2ncnc(N(C)Cc3ccco3)c2c1	-21%	·	?
COCCCNC(=O)CCC(=O)N1Cc2ccccc2Oc2ncccc21	·	16%	-19%
CN(C)c1oc(-c2ccccc2F)nc1C#N	9%	-15%	2%
